# Screens: PubChem BioAssay, several laboratories
# GLD-1 TGE inh – GLD-1-TGE RNA interaction inhibition (C. elegans) | Q17339 | purified GLD-1 + fluorescein TGE RNA, fluorescence polarization | inhibition, % at 5.96 µM | 320,000 tested, 0.44% active | AID 2280;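 active = percent inhibition above a per-plate cutoff, the plate mean of test compounds plus 3 SD, cut at about 30% in these data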;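 also: 0% = DMSO wells with GLD-1 and probe and 100% = wells lacking GLD-1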
# Target sequence (Q17339 whole entry, looked up): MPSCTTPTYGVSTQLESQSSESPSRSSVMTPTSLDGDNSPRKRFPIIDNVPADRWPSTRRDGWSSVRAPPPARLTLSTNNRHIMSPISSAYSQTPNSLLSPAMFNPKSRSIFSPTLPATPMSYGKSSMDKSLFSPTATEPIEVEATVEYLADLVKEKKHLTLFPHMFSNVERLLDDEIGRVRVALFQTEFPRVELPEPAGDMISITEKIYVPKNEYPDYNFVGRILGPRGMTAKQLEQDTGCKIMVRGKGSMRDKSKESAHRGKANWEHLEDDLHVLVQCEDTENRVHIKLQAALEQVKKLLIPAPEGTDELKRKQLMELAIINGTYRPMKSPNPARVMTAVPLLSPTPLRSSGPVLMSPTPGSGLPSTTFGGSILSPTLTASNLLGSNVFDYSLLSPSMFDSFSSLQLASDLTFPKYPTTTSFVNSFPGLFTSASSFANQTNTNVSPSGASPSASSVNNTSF
# AGP1 TOR yeast – alters AGP1-GFP fluorescence in TOR pathway yeast screen; S. cerevisiae AGP1-GFP multiplex flow cytometry, 3 h; GFP as percent of DMSO wells; 320,000 tested, 0.02% active; GFP response vs DMSO, % at 10 µM;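 active = GFP response relative to DMSO above a set limit, near screen average plus 3 SD, cut at about 150% in these data; inconclusive = fewer than 70 cells counted for the yeast strain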;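 also: median GFP channel fluorescence of the gated AGP1 strain per well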
# GRK2 inh – inhibitors of human GRK2 displacing RNA aptamer | bead flow cytometry, FAM-aptamer displacement from GRK2 | inhibition of aptamer binding, % at 10 µM | 330,000 tested, 0.59% active;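 active = inhibition of aptamer binding above 40%, roughly 3 SD of noise, on plates passing a quality check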;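 also: median bead fluorescence of bound FAM aptamer so fluorescent compounds give negative values; no value below 0 was filed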
# MCL1 BIM primary – inhibitors of human MCL1 binding to BIM-BH3 peptide. 320,000 tested, 0.68% active. GST-MCL1 / FITC-Bim-BH3 fluorescence polarization. inhibition, % at 10.9 µM. Q07820. AID 2057;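 active = inhibition above the mean inhibition of all tested compounds plus 3 SD, set per campaign, cut at about 40% in these data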;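 also: 0% = DMSO wells and 100% = unlabeled Bim-BH3 peptide control; higher means more loss of mP so more displacement of Bim peptide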
# BCLXL inh – blocks human Bcl-xL binding to Bim BH3 peptide | GST-Bcl-xL / FITC-Bim BH3 peptide fluorescence polarization | 320,000 tested, 0.7% active | inhibition, % at 10.9 µM | Q07817;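 active = inhibition above the mean of all tested compounds plus 3 SD, cutoff set per campaign, cut at about 30% in these data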;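 also: 0% = DMSO wells and 100% = unlabeled Bim-BH3 peptide competitor; inhibitors lower millipolarization by displacing the labeled peptide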
# Fam108B counter – counter-screen for RBBP9 inhibitors: inhibitors of mouse Fam108B; AID 1947; inhibition, % at 9.51 µM; recombinant Fam108B, FP-Rh probe fluorescence polarization; 300,000 tested, 0.33% active;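 active = inhibition above the screen mean inhibition plus 3 SD, computed separately per campaign, cut at about 18% in these data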;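 also: inhibitors lower polarization as less probe binds the enzyme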
# MEX-5 binding – C. elegans MEX-5 TCR-2 RNA binding activity. Q9XUB2. MEX-5/FITC-TCR2 RNA binding, fluorescence polarization; active compounds read low. activity score (negative = inhibition of binding), % at 10 µM. 300,000 tested, 0.38% active. AID 1832;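 active = inhibition past about -25% in most replicates, and total fluorescence under double the plate's negative control median, limit read from the data; inconclusive = replicates evenly split on the limit, or fluorescence at least double controls; inactive = too little inhibition in most replicates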;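 also: 0% = DMSO and -100% = 5 µM competing unlabeled TCR2 RNA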
# Target sequence (Q9XUB2 whole entry, looked up): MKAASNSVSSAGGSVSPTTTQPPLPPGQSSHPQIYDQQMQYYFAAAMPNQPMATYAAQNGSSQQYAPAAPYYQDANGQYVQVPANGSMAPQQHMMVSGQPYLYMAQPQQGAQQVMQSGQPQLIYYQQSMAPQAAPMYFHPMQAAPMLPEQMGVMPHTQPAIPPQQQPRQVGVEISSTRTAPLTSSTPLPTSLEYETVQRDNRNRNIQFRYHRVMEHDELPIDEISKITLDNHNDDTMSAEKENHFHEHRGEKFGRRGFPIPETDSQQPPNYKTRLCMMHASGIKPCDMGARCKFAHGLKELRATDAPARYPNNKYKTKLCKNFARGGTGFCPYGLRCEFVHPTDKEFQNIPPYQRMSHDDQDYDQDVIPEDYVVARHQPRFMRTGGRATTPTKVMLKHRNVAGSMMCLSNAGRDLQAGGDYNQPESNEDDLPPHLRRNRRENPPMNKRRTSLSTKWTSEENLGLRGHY
# VLA-4 inh – inhibition in a human VLA-4 binding assay | VLA-4 expressing cells, ligand binding flow cytometry | P13612 | inhibition, % (about 7 µM as worked out from the volumes in the protocol) | 330,000 tested, 0.2% active; in the data active = inhibition above about 50%
# CIT2 TOR yeast – yeast TOR pathway CIT2-GFP modulation. S. cerevisiae CIT2-GFP strain, flow cytometry, 3 h; 100 means same as DMSO wells. GFP response vs DMSO, % at 10 µM. 320,000 tested, 0.065% active. AID 2029;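 active = GFP response relative to DMSO above a set limit, near the screen mean plus 3 SD, cut at about 150% in these data; inconclusive = Fewer than 70 cells measured for a yeast strain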;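 also: ratio of well median GFP fluorescence to mean of DMSO wells on the plate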
# * = called active by the depositor; ? = inconclusive; . = not tested or not shown; [ ] = another dose, or the depositor's remark.
SMILES	VLA-4 inh	GLD-1 TGE inh	BCLXL inh	MCL1 BIM primary	GRK2 inh	Fam108B counter	MEX-5 binding	CIT2 TOR yeast	AGP1 TOR yeast
Cc1cc(/C=C2\C(=N)N3N=C(CC(=O)N4CCOCC4)SC3=NC2=O)c(C)n1-c1ccccc1	8.3	-8.1	6.9	4.8	0.0	-0.8	-6.4	120.8	119.4
O=C1c2ccccc2C(O)N1CCN1CCOCC1 (centres undefined)	-2.7	-5.1	3.2	3.4	3.0	-1.7	0.5	111.9	94.3
COc1cccc(/C=N/NC(=O)c2c(C)nc3ccc(Br)cn23)c1	13.2	1.8	0.7	5.7	0.0	-5.2	4.3	91.8	93.7
COc1ccc(-c2csc(N(CCCN3CCOCC3)C(=O)CCl)n2)cc1	-8.7	1.5	6.5	7.6	0.0	1.8	-3.7	103.2	99.0
Cc1cccc(C)c1-n1ncc(C(=O)NC2CCCC2)c1C1CCNCC1	6.5	-2.4	7.9	-4.0	0.0	6.8	-1.0	106.9	103.4
COc1cccc(/C=C/c2ccc3cccc(O)c3n2)c1OC	-1.2	0.8	2.3	7.6	0.0	3.7	-3.8	94.5	102.1
COCc1cccc(NC(=O)CCc2ccccc2)c1	4.3	6.6	4.9	3.1	3.0	-2.8	0.1	80.7	93.0
COc1ccc(C(=O)Nc2ccc(N3CCCC3)cc2)cc1OC	7.7	.	.	.	0.0	.	-0.4	100.5	98.1
CC(C)Nc1nc(NC(C)C)nc(OCCOC(=O)Nc2ccccc2)n1	-0.5	1.1	3.5	1.0	0.0	-4.1	2.1	102.0	107.4
COc1ccc(CC(=O)Nc2cccc(S(=O)(=O)N3CCOCC3)c2)cc1OC	0.2	-3.6	-1.4	3.0	0.0	.	.	98.2	95.3
Oc1cccc2c(NC(=S)Nc3ccc(OC(F)F)cc3)cccc12	5.6	3.8	27.8	32.3	1.0	1.4	0.5	99.0	93.5
Cc1ccc(C(C(=O)NC2CCCCC2)N(C(=O)Cc2c[nH]c3ccccc23)c2ccccc2C)o1 (centres undefined)	8.6	2.3	-1.0	-3.7	0.0	2.6	-1.1	97.1	98.3
CC(=O)c1ccc(N2CCN(C(=O)CCCn3c(=O)[nH]c4ccccc4c3=O)CC2)cc1	2.5	4.0	3.4	-2.0	3.0	-2.9	-2.8	87.3	90.9
O=C(CSc1n[nH]c(-c2ccccc2)n1)NCc1cccc(C(=O)O)c1	16.9	1.0	0.2	-4.4	1.0	4.9	-0.2	93.5	99.6
O=C(Nc1cccc(NC(=O)c2ccc3c(c2)OCO3)c1)c1ccccc1	-2.2	-2.5	0.5	2.3	0.0	2.0	0.1	106.5	99.6
O=C(NCc1ccco1)c1ccc2c(c1)C(=O)c1ccccc1-2	-2.5	7.2	2.5	5.1	0.0	0.9	-1.5	99.5	94.6
O=C(CCCOc1ccc(Cl)cc1Cl)N/N=C/c1ccccc1	-5.2	5.6	1.7	2.9	2.0	-0.2	0.9	96.7	97.4
CCOc1ccc2cc(C#N)c(SCC(=O)OC)nc2c1	13.0	-6.0	11.0	11.6	0.0	3.4	-2.0	111.5	35.5
COc1cccc(OCCNS(=O)(=O)c2ccccc2[N+](=O)[O-])c1	7.8	8.4	.	.	1.0	.	.	98.9	97.8
Cc1cc(C(=O)N/N=C/c2ccc(-c3cccc(Cl)c3)o2)n[nH]1	-16.4	-2.8	3.0	3.4	0.0	3.3	-3.7	97.5	104.5
O=c1[nH]c2c(s1)C(c1ccco1)C1C3CCC(C3)C1S2 (centres undefined)	5.7	7.1	20.9	21.4	0.0	0.5	-0.7	110.2	107.5
CC(C)CCNC(=O)C12CN(Cc3ccccc3)CC1C(c1cccc([N+](=O)[O-])c1)=NO2 (centres undefined)	21.2	0.5	2.3	5.7	1.0	-6.9	2.5	96.5	105.4
Cc1ccc(S(=O)(=O)N2CCN(Cc3ccccc3)CC2)c(C)c1N(C)S(=O)(=O)c1ccccc1	4.1	1.6	10.9	13.6	4.0	1.7	1.3	97.1	90.1
COCCN(C(=O)c1cccc(OC)c1)c1nnc(-c2ccncc2)s1	-2.6	0.5	-0.2	0.6	12.0	-0.6	-3.2	103.8	110.1
CCNc1nc(OC)nc(Oc2ccc(C(=O)OC)cc2)n1	12.7	6.6	6.0	6.9	0.0	0.1	1.4	90.8	98.0
N#Cc1ccccc1N/C=C/C(=O)c1ccc(Cl)cc1	-9.2	3.2	3.6	4.2	4.0	-2.7	-0.7	84.7	99.5
N#Cc1cn(CC(=O)N2CCCc3ccccc32)c2ccccc12	-2.6	0.3	7.0	9.6	1.0	3.1	-2.1	88.1	85.5
COc1ccc(CN2C(=O)c3cccnc3C2=O)cc1S(=O)(=O)NCc1ccc(C)o1	5.0	4.9	-4.0	-6.2	4.0	-3.1	2.1	94.7	92.7
Cc1cc(OCC(O)CN(C)C(=O)C(C)Oc2ccccc2)ccc1Cl (centres undefined)	14.9	8.4	0.8	0.1	1.0	2.4	1.1	99.8	98.1
CCCCOc1ccc(/C=N/NC(=O)c2nnn(-c3nonc3N)c2C)cc1	-2.2	5.7	5.9	6.2	5.0	2.8	1.1	108.1	108.8
CCOc1ccccc1C(=O)Nc1nnc(Cc2ccc(OC)c(OC)c2)s1	2.9	-7.2	-1.9	5.9	0.0	-2.9	-0.1	99.1	94.0
CCCCN1C(=O)C(=O)N(CC(=O)N2N=C3/C(=C/c4ccco4)CCCC3C2c2ccco2)C1=O (centres undefined)	4.8	-0.1	0.7	8.0	0.0	-7.4	0.4	97.8	98.2
CN1CCN(C(=O)C2CCN(c3ncnc4c3nc3n4CCCCC3)CC2)CC1	-8.6	-6.6	7.1	-0.6	3.0	-1.8	3.1	97.8	103.6
CC(=O)NC(NC(=S)Nc1ccc(C)cc1C)C(Cl)(Cl)Cl (centres undefined)	5.6	1.9	-3.6	-2.1	0.0	3.6	-0.2	90.6	98.5
COc1cccc(CC(=O)Nc2cc(S(=O)(=O)N3CCOCC3)ccc2N2CCOCC2)c1	-2.2	-2.0	6.2	7.1	0.0	4.6	-0.8	97.8	102.8
O=C(Nc1ccccc1C(=O)Nc1ccc(Cl)cc1)c1cccnc1	-0.9	-3.3	-3.0	-3.9	0.0	-1.0	0.5	92.4	91.6
Cc1sc2ncnc(N3CCN(S(=O)(=O)c4ccc(Br)cc4)CC3)c2c1C	2.2	0.7	2.5	2.2	4.0	1.4	0.6	93.0	86.4
CSc1nc(N)nc(SCCS(=O)(=O)c2ccc(Cl)cc2)c1C#N	19.7	1.2	1.9	-2.4	0.0	-44.3	-0.4	101.3	97.5
Cc1ccc(NC(=O)CCNC(=O)Cn2ccc3ccccc3c2=O)cc1F	-1.6	-0.8	5.6	0.1	0.0	-0.8	-1.0	101.3	100.9
O=C(c1ccc(Cl)cc1)N1CCCCC(Sc2nnc(-c3ccc4c(c3)OCO4)o2)C1=O (centres undefined)	17.2	-1.5	6.8	8.8	0.0	-5.1	1.7	103.5	112.0
CC(C)(C)c1ccc(NC(=O)CNC2CCCc3ccccc32)cc1 (centres undefined)	6.0	-5.4	-4.0	-18.3	10.0	0.6	2.9	100.5	97.2
COc1cccc(-c2cc(C(F)(F)F)nc(-n3cc(Cl)cn3)n2)c1	5.9	-6.5	1.0	2.8	0.0	-2.9	1.2	95.3	99.4
C#CC(=O)CCC1CCCN1C(=O)OC(C)(C)C (centres undefined)	7.3	-0.6	.	.	1.0	.	.	104.7	98.4
COc1ccc(S(=O)(=O)N2CCCC(C(=O)N3CCN(c4ccccc4)CC3)C2)cc1Cl (centres undefined)	-3.4	1.9	2.3	-3.7	1.0	-11.2	-0.4	107.7	108.3
CCC[C@@H](CN1CCC[C@H]1CN1C(N)=NC[C@@H]1Cc1ccccc1)N1C[C@@H]([C@H](C)CC)N(CCc2ccc(Cl)c(Cl)c2)C1=N	13.3	-4.9	.	.	0.0	.	.	99.6	107.8
O=C(N/N=C/c1cccnc1)c1cc2c(ccc3ccccc32)o1	-12.9	4.9	-39.8	-109.2	0.0	-8.8	8.6	87.6	86.2
Cn1cc(C(=O)c2cccc(Cl)c2Cl)cc1C#N	-8.4	-6.4	0.6	6.6	0.0	-8.4	0.7	80.8	89.2
Cc1ccc(OCC(=O)OCC(=O)NC2CCCC2)cc1C	4.2	9.2	-3.2	3.8	0.0	.	.	96.0	95.9
O=C(Nc1ccc(Cl)cc1)c1ccc(OCC2CCCO2)cc1 (centres undefined)	4.9	6.8	2.7	4.2	1.0	1.9	-0.7	99.0	101.0
CCCN(CC(=O)Nc1cc(Cl)ccc1Cl)C(=O)c1ccccn1	9.0	-1.5	.	.	0.0	.	.	82.8	86.2
Cc1cc(NS(=O)(=O)c2ccc(NC(=O)c3ccccc3F)cc2)no1	12.1	-0.3	.	.	4.0	.	.	93.6	96.8
CCc1cc2c(=O)c(-c3nc(C)cs3)coc2cc1O	2.7	-4.5	-2.1	-7.3	0.0	-3.5	1.9	97.6	105.1
CC(C)(C)c1cc(/C=N/O)cc(C(C)(C)C)c1O	13.2	7.9	5.4	-0.9	0.0	-1.0	-1.4	107.8	110.7
Cc1ccc(S(=O)(=O)N2CCCC2C(=O)NCc2ccncc2)cc1 (centres undefined)	-7.2	0.1	7.5	-0.3	2.0	1.2	4.2	160.7*	109.9
CCOC(=O)Cc1cc(=O)c2c(=O)n(-c3ccccc3)[nH]c2[nH]1	-5.2	5.1	5.0	5.2	0.0	3.7	-9.6	.	88.6
COc1ccc(C(CNC(=O)c2ccco2)N2CCCCC2)cc1 (centres undefined)	10.4	4.0	5.2	7.0	0.0	9.9	1.7	102.5	101.8
CC(C)C(=O)Nc1c(-c2ccc(Cl)cc2)c(=O)c2ccccc2n1C	18.3	6.9	4.1	5.2	0.0	-6.7	0.3	98.6	90.6
CCOC(=O)c1ccc(NC(=O)Cn2ncc(Cl)c(Cl)c2=O)cc1	11.0	0.2	2.3	-7.4	5.0	-6.5	-0.3	85.2[may fluoresce red]	?
Cc1nc2c(ncn2-c2ccccc2)c(=O)n1NC(=O)CN1CCOCC1	-4.0	-6.7	1.7	-2.4	1.0	2.8	2.4	91.5	98.8
COc1ccc(/C=C/C(=O)c2nc3ccccc3n2CC(=O)c2ccc(OC)cc2)cc1	-1.9	-14.9	-8.2	-8.3	13.0	-9.4	0.7	95.5	100.6

# Next entries follow:
SMILES	VLA-4 inh	GLD-1 TGE inh	BCLXL inh	MCL1 BIM primary	GRK2 inh	Fam108B counter	MEX-5 binding	CIT2 TOR yeast	AGP1 TOR yeast
CO/N=C/c1ccc(Oc2ccc(C)cc2)nc1	3.0	-4.0	-1.1	-2.9	3.0	-5.5	-2.4	100.0	105.1
COC(=O)c1c[nH]n2c(=O)c(Cl)c(C)nc12	13.1	-3.4	6.0	0.2	0.0	7.6	-1.3	94.4	90.5
CSc1nc(Cl)cc(=O)[nH]1	-13.8	-1.5	2.4	4.3	0.0	-2.3	1.7	99.2	99.5
Cc1sc2ncn(CC(=O)N3CCOCC3)c(=O)c2c1-c1ccccc1	12.2	-6.8	-3.3	-11.3	0.0	-1.7	-1.2	93.7	97.9
O=C(NC(c1ccccc1)C(Cl)(Cl)Cl)c1ccccc1 (centres undefined)	7.0	7.9	1.9	-1.2	0.0	-2.0	4.1	109.6	105.9
